Source: PubChem (NCI)
All columns: NCI-60 one-dose screen, growth in % after 48 h at 10 µM unless noted; 100 = growth as untreated, 0 = no growth, -100 = all killed.
MDA-MB-468: MDA-MB-468 breast cancer; 78,000 tested, 8.5% active
MCF7: MCF7 breast cancer. 82,000 tested, 6.3% active
SR: SR leukemia cells | 73,000 tested, 8.7% active
MDA-MB-231: MDA-MB-231 breast cancer. 81,000 tested, 5% active
MDA-MB-435: MDA-MB-435 melanoma; 82,000 tested, 7.8% active
K-562: K-562 leukemia. 78,000 tested, 7.4% active. AID 1794777
BT-549: BT-549 breast cancer | 78,000 tested, 4.4% active | AID 1794793
MOLT-4: MOLT-4 leukemia cells | 80,000 tested, 6.9% active
* hit, by the source's call; & = joins results of further samples. Rule for the calls: active = growth percent below 10; inactive = the rest. This is a random part of the collection; any-hit rate near 15%.

`CCC(=O)OC1=C(C)SC2=NC(c3ccc(Cl)cc3)=CC(c3ccc(Cl)cc3)N21` (centres undefined) gave MDA-MB-468 97, MCF7 98, MDA-MB-231 117, MDA-MB-435 107, K-562 106, BT-549 101 and MOLT-4 96.
`Nc1nc(SCc2ccc(Br)cc2)c2ncn(C3OC(CO)C(O)C3O)c2n1` (centres undefined) gave MDA-MB-468 89, MCF7 97, SR 91, MDA-MB-231 95, K-562 94, BT-549 92 and MOLT-4 103.
Cc1cnc(C(=O)NCCc2ccc(S(=O)(=O)NC(=O)NC3CCCCC3)cc2)cn1 was read as MDA-MB-468 117&105, MCF7 99&96, SR 108&102, MDA-MB-231 104&104, MDA-MB-435 107&103, K-562 100&99, BT-549 115&113 and MOLT-4 100&108.
Screening O=C1N(O)C2(C=CCCC2)/C(=N/O)C12CCCCC2 (centres undefined) returned MDA-MB-468 92, MCF7 102, SR 106, MDA-MB-231 99, MDA-MB-435 101, K-562 120, BT-549 114 and MOLT-4 109.
S=c1nc[nH]c2c1ncn2C1CCCC1 was read as MDA-MB-468 106, MCF7 101, MDA-MB-231 111, MDA-MB-435 87, K-562 103, BT-549 104 and MOLT-4 82.
For C=CCOC1OC(CO[Si](C)(C)C(C)(C)C)C(OCc2ccccc2)C(OCc2ccccc2)C1OCc1ccccc1 (centres undefined) the results were MDA-MB-468 86, MCF7 96, SR 93, MDA-MB-231 97, MDA-MB-435 106, K-562 88, BT-549 102 and MOLT-4 90.
COc1ccc2cc([C@H](C)CO)ccc2c1 was read as MDA-MB-468 98, MDA-MB-231 119, MDA-MB-435 110, K-562 114, BT-549 110 and MOLT-4 118.
Screening CCOC(=O)CC1CSC(N/N=C/c2ccc(N(C)C)cc2)=N1 (centres undefined) returned MDA-MB-468 104, MCF7 91, SR 90, MDA-MB-231 101, MDA-MB-435 109, K-562 94, BT-549 107 and MOLT-4 106.
`O=C1[C@@H]2Cc3c([nH]c4ccccc34)[C@H](c3c(Cl)cccc3Cl)N2C(=O)CN1C1CCN(CC2CCCCC2)CC1` gave MDA-MB-468 48, MCF7 18, SR -0.5*, MDA-MB-231 50, MDA-MB-435 74, K-562 1.7*, BT-549 63 and MOLT-4 19.
Screening Nc1c(C(=O)Nc2ccc(Cl)cc2)sc2nc(-c3cnccn3)cc(-c3cccs3)c12 returned MDA-MB-468 82, MCF7 55, SR 41, MDA-MB-231 73, MDA-MB-435 78, K-562 40, BT-549 65 and MOLT-4 70.
`N#Cc1c(-c2cccs2)cc(-c2cnccn2)nc1SCC(=O)N/N=C/c1ccc(Cl)cc1` gave MDA-MB-468 108, MCF7 85, SR 87, MDA-MB-231 95, MDA-MB-435 103, K-562 97, BT-549 107 and MOLT-4 102.
`COC1OC2COC(c3ccccc3)OC2C2OC(c3ccccc3)OC12` (centres undefined) gave MDA-MB-468 103, MCF7 88, MDA-MB-231 74, MDA-MB-435 89, BT-549 78 and MOLT-4 91.

Reprinted from the part before: 6 compounds, then new ones.
COc1ccc2cc([C@H](C)CO)ccc2c1 was read as MDA-MB-468 98, MDA-MB-231 119, MDA-MB-435 110, K-562 114, BT-549 110 and MOLT-4 118.
Screening CCOC(=O)CC1CSC(N/N=C/c2ccc(N(C)C)cc2)=N1 (centres undefined) returned MDA-MB-468 104, MCF7 91, SR 90, MDA-MB-231 101, MDA-MB-435 109, K-562 94, BT-549 107 and MOLT-4 106.
`O=C1[C@@H]2Cc3c([nH]c4ccccc34)[C@H](c3c(Cl)cccc3Cl)N2C(=O)CN1C1CCN(CC2CCCCC2)CC1` gave MDA-MB-468 48, MCF7 18, SR -0.5*, MDA-MB-231 50, MDA-MB-435 74, K-562 1.7*, BT-549 63 and MOLT-4 19.
Screening Nc1c(C(=O)Nc2ccc(Cl)cc2)sc2nc(-c3cnccn3)cc(-c3cccs3)c12 returned MDA-MB-468 82, MCF7 55, SR 41, MDA-MB-231 73, MDA-MB-435 78, K-562 40, BT-549 65 and MOLT-4 70.
`N#Cc1c(-c2cccs2)cc(-c2cnccn2)nc1SCC(=O)N/N=C/c1ccc(Cl)cc1` gave MDA-MB-468 108, MCF7 85, SR 87, MDA-MB-231 95, MDA-MB-435 103, K-562 97, BT-549 107 and MOLT-4 102.
`COC1OC2COC(c3ccccc3)OC2C2OC(c3ccccc3)OC12` (centres undefined) gave MDA-MB-468 103, MCF7 88, MDA-MB-231 74, MDA-MB-435 89, BT-549 78 and MOLT-4 91.
For CC(C)(C)C(=O)OCOP(=O)(OCOC(=O)C(C)(C)C)C1CC(O)N(O)C1=O (centres undefined) the results were MDA-MB-468 61, MCF7 15, SR 8.3*, MDA-MB-231 43, MDA-MB-435 69, K-562 15, BT-549 -8.9* and MOLT-4 25.
For CCNC(=O)OCc1cnc(C)c(OC(=O)NCC)c1COC(=O)NCC the results were MDA-MB-468 93, MCF7 96, SR 100, MDA-MB-231 106, MDA-MB-435 95, K-562 103, BT-549 108 and MOLT-4 104.
Screening C/C(=N\NC(=O)c1ccc(C(C)(C)C)cc1)c1ccc(O)cc1O returned MDA-MB-468 -26*, MCF7 4.9*, SR 19, MDA-MB-231 37, MDA-MB-435 28, K-562 13, BT-549 31 and MOLT-4 18.
COC1C(=O)OC(=O)C1OC (centres undefined) was read as MDA-MB-468 95, MCF7 98, MDA-MB-435 98, K-562 107, BT-549 99 and MOLT-4 116.
Screening CCCCCCSC(=S)NC1c2ccccc2Oc2ccccc21 returned MDA-MB-468 82, MCF7 91, SR 92, MDA-MB-231 117, MDA-MB-435 88, K-562 84, BT-549 84 and MOLT-4 89.
COc1cc(/C=C2/C(=O)NC(SCC(=O)N3CCN(c4cc5c(cc4F)c(=O)c(C(=O)O)cn5C4CC4)CC3)=NC2N)ccc1O (centres undefined) was read as MDA-MB-468 107, MCF7 107, SR 107, MDA-MB-231 106, MDA-MB-435 104, K-562 102 and MOLT-4 107.
Screening O=C(O)c1ccc(Br)c([N+](=O)[O-])c1 returned MDA-MB-468 106, MCF7 102, MDA-MB-231 99, MDA-MB-435 102 and BT-549 102.
CSc1nc(N)n(/N=C(\C)c2ccc(Br)cc2)c(=O)c1C#N was read as MDA-MB-468 107, MCF7 89, SR 84, MDA-MB-231 111, MDA-MB-435 97, K-562 97, BT-549 101 and MOLT-4 94.
`O=C(Nc1cccc([N+](=O)[O-])c1)NN1CCCCCC1` gave MDA-MB-468 89, MCF7 100, SR 108, MDA-MB-231 78, MDA-MB-435 102, K-562 84, BT-549 107 and MOLT-4 106.
`CCCNC1(C#N)CCN(Cc2ccccc2)CC1` gave MDA-MB-468 85, MCF7 103, SR 78, MDA-MB-231 97, MDA-MB-435 99, K-562 63, BT-549 80 and MOLT-4 85.
`CCCCCCOCCCN1C(=O)c2ccccc2C1=O` gave MDA-MB-468 92, MCF7 94, SR 101, MDA-MB-231 103, MDA-MB-435 96, K-562 126 and BT-549 94.
For O=C1c2cc(F)ccc2Oc2cc([N+](=O)[O-])ccc2N1c1ccc(I)cc1F the results were MDA-MB-468 114, MCF7 104, MDA-MB-231 100, MDA-MB-435 107, K-562 100 and MOLT-4 84.
For O=C1CSC(c2cc3ccccc3[nH]c2=O)N1Cc1ccccc1 (centres undefined) the results were MDA-MB-468 97, MDA-MB-231 104, MDA-MB-435 98, K-562 116, BT-549 103 and MOLT-4 88.
`Nc1cc(N)cc([N+](=O)[O-])c1` gave MDA-MB-468 99&103, MCF7 98&97, SR 104, MDA-MB-231 90&101, MDA-MB-435 100&110, K-562 109&115, BT-549 102&97 and MOLT-4 97&106.
`Cc1ccc(-n2nc(C(C)(C)C)cc2NC(=O)NCc2cc(F)ccc2Oc2ccc3c(cnn3CCO)c2)cc1` gave MDA-MB-468 24, MCF7 7.9*, SR 7.7*, MDA-MB-231 14, MDA-MB-435 7.1*, K-562 3.7*, BT-549 21 and MOLT-4 3.3*.
For CCN(C(=O)N1CCN(c2cc3c(cc2F)c(=O)c(C(=O)O)cn3C2CC2)CC1)c1nc(-c2ccc(Br)cc2)cs1 the results were MDA-MB-468 87, MCF7 90, SR 88, MDA-MB-231 89, MDA-MB-435 93, K-562 89, BT-549 103 and MOLT-4 96.
CC(/C=C1\SC(=S)N(CC(=O)NCC(=O)O)C1=O)=C\c1ccccc1 was read as MCF7 98, SR 101, MDA-MB-231 90, MDA-MB-435 101, K-562 101, BT-549 107 and MOLT-4 114.
COc1ccc(CCNCCCOc2cc3c(Nc4ccc(S(=O)(=O)Nc5cc(C)on5)cc4)ncnc3cc2OC)cc1OC was read as MDA-MB-468 107, MCF7 100, SR 101, MDA-MB-231 100, MDA-MB-435 101, K-562 102, BT-549 115 and MOLT-4 106.
Cc1nn(-c2ccccc2)c(-n2ccnc2)c1/C=N/Nc1nc(-c2ccc(-c3ccccc3)cc2)cs1 was read as MDA-MB-468 43, MCF7 71, SR 45, MDA-MB-231 69, MDA-MB-435 84, K-562 52, BT-549 75 and MOLT-4 51.
Screening O=C1NC(Cc2c[nH]c3ccccc23)C(=O)N1Cc1ccc(Cl)cc1 (centres undefined) returned MCF7 98, SR 90, MDA-MB-231 101, MDA-MB-435 92, K-562 84, BT-549 96 and MOLT-4 85.
`O=C(O)C#Cc1ccc(Cl)cc1` gave MDA-MB-468 101, MCF7 99, SR 100, MDA-MB-231 100, MDA-MB-435 106, K-562 88, BT-549 100 and MOLT-4 87.
`CCC[C@H](C[C@H](CO)OC)c1ccc2ccccc2c1` gave MDA-MB-468 126, MCF7 105, SR 104, MDA-MB-231 110, MDA-MB-435 103, K-562 100, BT-549 98 and MOLT-4 95.
`CCOC(=O)c1cc(=O)[nH]c(O)c1N=Nc1ccccc1` gave MDA-MB-468 114, MCF7 103, MDA-MB-231 120, MDA-MB-435 118, K-562 106, BT-549 125 and MOLT-4 107.
For O=C1c2cc3c(cc2-c2c1c1ccc(Cl)cc1c(=O)n2CCCn1ccnc1)OCO3 the results were MDA-MB-468 -48*, MCF7 -9.3*, SR -19*, MDA-MB-231 46, MDA-MB-435 -59*, K-562 1.9*, BT-549 -20* and MOLT-4 -28*.
Cn1c(=O)c2c(nc(C3CCCCC3)n2C)n(C)c1=O was read as MDA-MB-468 101, MCF7 111, SR 92, MDA-MB-435 99, K-562 106, BT-549 111 and MOLT-4 43.
For COc1cc(NC(=O)CCSc2nc3ccc(Cl)cc3c(=O)n2-c2ccc(F)cc2)cc(OC)c1OC the results were MDA-MB-468 84, MCF7 79, SR 77, MDA-MB-231 59, MDA-MB-435 94, K-562 79, BT-549 89 and MOLT-4 73.
`COc1ccc(/C=C/C(=O)OCCN2CCOCC2)cc1` gave MDA-MB-468 98, MCF7 87, SR 100, MDA-MB-231 108, MDA-MB-435 108, K-562 105 and MOLT-4 102.
CCSc1nc2c(c(=O)n(C)c(=O)n2C)n1C was read as MDA-MB-468 93, MCF7 95, SR 102, MDA-MB-231 94, MDA-MB-435 104, K-562 115, BT-549 346 and MOLT-4 102.
Screening COc1ccc2[nH]c(O)c(N=NC(=O)COc3ccc(-c4nc5ccccc5c(=O)[nH]4)cc3OC)c2c1 returned MDA-MB-468 89, SR 66, MDA-MB-231 89, MDA-MB-435 103, K-562 98, BT-549 95 and MOLT-4 81.
`CCCCCCCCCCCC(=O)OCCCCC` gave MDA-MB-468 94, MCF7 98, SR 106, MDA-MB-231 107, MDA-MB-435 102, K-562 107, BT-549 116 and MOLT-4 100.
Screening O=C(NNC(=O)c1ccc2ccccc2c1)c1cccc(Cl)c1 returned MDA-MB-468 108, MCF7 104, SR 99, MDA-MB-231 107, MDA-MB-435 102, K-562 104, BT-549 109 and MOLT-4 99.
Cc1cc2c(cc1-c1cc(/C=C/C(=O)O)ccc1O)C(C)(C)C=CC2(C)C was read as MDA-MB-468 114, MCF7 77, SR 80, MDA-MB-231 99, MDA-MB-435 101, K-562 91, BT-549 97 and MOLT-4 99.
`C#C[C@]1(O)CC[C@H]2[C@@H]3CC=C4c5sc(-c6ccc(C(F)(F)F)cc6)nc5CC[C@]4(C)[C@H]3CC[C@@]21C` gave MCF7 108, SR 90, MDA-MB-231 90, MDA-MB-435 104, K-562 95 and BT-549 92.
Cc1cc(-c2ccc(N=Nc3c(S(=O)(=O)O)cc4cc(S(=O)(=O)O)cc(O)c4c3O)c(C)c2)ccc1N=Nc1cc(S(=O)(=O)O)c2ccccc2c1O was read as MDA-MB-468 117, MCF7 112, SR 96, MDA-MB-231 122, MDA-MB-435 125, K-562 104 and MOLT-4 97.
Cc1ccc(N(CC(=O)O)S(=O)(=O)c2ccccc2)c(C)c1Cc1cccc(Br)c1 was read as MDA-MB-468 109, MCF7 106, SR 98, MDA-MB-231 103, MDA-MB-435 117, K-562 94 and MOLT-4 98.

3 structures already listed, arranged by SMILES length, low to high.
CCSc1nc2c(c(=O)n(C)c(=O)n2C)n1C was read as MDA-MB-468 93, MCF7 95, SR 102, MDA-MB-231 94, MDA-MB-435 104, K-562 115, BT-549 346 and MOLT-4 102.
`COc1ccc(/C=C/C(=O)OCCN2CCOCC2)cc1` gave MDA-MB-468 98, MCF7 87, SR 100, MDA-MB-231 108, MDA-MB-435 108, K-562 105 and MOLT-4 102.
Screening O=C(NNC(=O)c1ccc2ccccc2c1)c1cccc(Cl)c1 returned MDA-MB-468 108, MCF7 104, SR 99, MDA-MB-231 107, MDA-MB-435 102, K-562 104, BT-549 109 and MOLT-4 99.
